# Screens as filed in PubChem.
# TEAD-YAP inh – TEAD-YAP interaction inhibition, primary screen, TEAD-YAP interaction inhibitor project, luminescence, HEK-TIYL cells; TEAD-Gal4/YAP UAS-luciferase luminescence; inhibition, % at 9.12 µM; 640,000 compounds, 1.4% hits; AID 1259422, 2018; in the data active = inhibition above about 32%;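 also: 0% = median of test compound wells and 100% = reference inhibitor wells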
# MITF inh – MITF inhibitors, primary screen, biochemical, AlphaScreen, human. 650,000 compounds, 0.91% hits. Microphthalmia-associated transcription factor (Homo sapiens), O75030. inhibition, % at 2.6 µM. AlphaScreen MITF homodimerization, bead proximity signal; in the data active = inhibition above about 50%;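 also: 0% = vehicle wells with protein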
# FBW7 act – FBW7 E3 ligase activators, primary screen, biochemical, AlphaScreen, human; F-box/WD repeat-containing protein 7 (Homo sapiens), Q969H0; AlphaScreen FBW7–phospho-cyclin E peptide binding, activator screen; normalized activity (activation), % at 26.1 µM; 650,000 compounds, 0.13% hits; AID 1259310, 2017; in the data active = normalized activity above about 1.9%;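 also: purified mutant Fbw7 with reduced substrate affinity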
# Target sequence (Q969H0 whole entry, looked up): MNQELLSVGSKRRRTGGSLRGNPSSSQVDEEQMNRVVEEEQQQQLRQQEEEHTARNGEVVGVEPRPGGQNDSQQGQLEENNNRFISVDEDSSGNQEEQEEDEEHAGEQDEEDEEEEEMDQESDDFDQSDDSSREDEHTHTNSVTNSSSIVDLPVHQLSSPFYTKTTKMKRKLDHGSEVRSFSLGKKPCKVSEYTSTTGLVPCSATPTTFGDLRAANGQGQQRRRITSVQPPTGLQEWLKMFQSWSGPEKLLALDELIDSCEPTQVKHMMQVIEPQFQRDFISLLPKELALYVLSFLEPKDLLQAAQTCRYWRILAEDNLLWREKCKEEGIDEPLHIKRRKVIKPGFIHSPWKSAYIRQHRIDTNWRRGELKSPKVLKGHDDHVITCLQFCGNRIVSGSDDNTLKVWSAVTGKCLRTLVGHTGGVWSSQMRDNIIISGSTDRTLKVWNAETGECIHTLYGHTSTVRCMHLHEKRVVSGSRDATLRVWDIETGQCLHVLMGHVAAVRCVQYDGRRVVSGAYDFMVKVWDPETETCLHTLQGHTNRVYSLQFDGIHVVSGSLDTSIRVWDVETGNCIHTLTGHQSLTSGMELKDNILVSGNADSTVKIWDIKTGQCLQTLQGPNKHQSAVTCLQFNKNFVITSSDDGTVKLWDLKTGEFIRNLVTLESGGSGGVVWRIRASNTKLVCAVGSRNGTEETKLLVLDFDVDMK
# GPR151 activ – activators of human GPR151, primary screen, cell-based, PathHunter beta-arrestin, luminescence. G-protein coupled receptor 151 (Homo sapiens), Q8TDV0. PathHunter beta-arrestin GPR151 cells. activation, % at 11.2 µM. 650,000 compounds, 1% hits. AID 1508602, 2020; in the data active = activation above about 4.9%;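 also: 0% = median of compound wells and 100% = cells with positive control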
# Target sequence (Q8TDV0 whole entry, looked up): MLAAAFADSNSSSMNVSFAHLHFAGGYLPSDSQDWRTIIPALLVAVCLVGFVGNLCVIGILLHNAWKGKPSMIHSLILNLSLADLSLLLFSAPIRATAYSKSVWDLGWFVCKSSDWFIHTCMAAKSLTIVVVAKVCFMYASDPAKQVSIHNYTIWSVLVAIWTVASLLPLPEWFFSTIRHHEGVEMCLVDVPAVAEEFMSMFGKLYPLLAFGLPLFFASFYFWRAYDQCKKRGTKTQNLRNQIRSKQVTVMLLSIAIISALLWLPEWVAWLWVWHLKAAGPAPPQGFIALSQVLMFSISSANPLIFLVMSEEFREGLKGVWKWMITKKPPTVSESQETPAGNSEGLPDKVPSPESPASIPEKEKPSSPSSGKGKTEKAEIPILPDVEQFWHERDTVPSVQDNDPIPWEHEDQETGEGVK
# * hit, by the source's call; x = not tested or not shown.
SMILES,TEAD-YAP inh,MITF inh,FBW7 act,GPR151 activ
CCOC(=O)N1CCN(c2cc(=O)n(-c3ccccc3Cl)c(=O)[nH]2)CC1,1,6,-0.2,-0.8
Cc1cc([N+](=O)[O-])ccc1NC(=O)c1cc(Br)ccc1I,9,12,0.2,-0.2
CC1SC(=NC(=O)C(C)N2C(=O)c3ccccc3C2=O)NC1=O (stereo not given),-4,0,0.9,0.0
COc1cc(S(=O)(=O)N2CCOCC2)ccc1NC(=O)COC(=O)c1ccccn1,1,0,0.0,-1.4
Cc1ccc([N+](=O)[O-])c(C(=O)Nc2cccnc2Cl)c1,5,-9,0.1,-0.2
CCOc1ccc(C2C(C(=O)OCCSCC)=C(C)NC3=C2C(=O)C(C(=O)OC)C(C)C3)cc1 (stereo not given),12,7,0.7,-1.3
CCOc1ccccc1CN1CCc2nnc(C(C)NC(=O)C3CCOCC3)n2CC1 (stereo not given),3,4,0.7,0.3
CS(=O)(=O)N(CC(=O)Nc1ccc(F)cc1F)Cc1ccccc1,-2,9,-0.2,2.2
COc1cc(C(=O)Nc2cccc(-c3nc4cc(Cl)ccc4o3)c2)cc(OC)c1OC,-2,18,0.5,-1.9
CCOC(=O)c1cnn(-c2ccccc2)c1NC(=O)c1cc([N+](=O)[O-])cc([N+](=O)[O-])c1,1,-9,0.0,-0.2
Cc1ccc(N(CC(=O)NCC2CCCO2)C(=O)CCC(=O)Nc2nccs2)cc1 (stereo not given),10,6,1.2,-1.1
O=C(Cc1ccccc1)N1CCN(C(=O)c2cccc(Cl)c2)CC1,0,1,-0.1,0.5
Cc1cccc(-c2cccc(NC(=O)C3CCCN(Cc4ccon4)C3)c2)c1 (stereo not given),3,3,0.0,-0.4
CC(=O)Nc1ccc(NC(=O)CN2C(=O)c3cccc4cccc2c34)cc1,-5,-4,0.1,0.5
O=C(CCc1nnc(CCCCc2ccccc2)o1)NCCc1cccs1,-11,-6,0.1,0.6
CCOC(=O)c1cc2occc2n1CC(N)=O,-4,-14,-0.2,-0.1
CCc1cc2c(=O)c(-c3nncn3-c3ccccc3)c(C)oc2cc1O,-3,-10,0.2,1.9
O=C(O)C1CCN(Cc2ccncc2)CC1,-9,1,-0.1,-0.5
Cc1ccc(NC(=O)c2cc3c(=O)n4cccc(C)c4nc3n2C)c(C)c1,-2,14,0.1,-0.8
COc1cccc2cc(C(=O)N(Cc3ccccc3Cl)CC3CCCO3)c(=O)oc12 (stereo not given),-1,-10,-0.1,0.2

# Ordered by SMILES length (highest first): some entries from above
SMILES,TEAD-YAP inh,MITF inh,FBW7 act,GPR151 activ
Cc1ccc(N(CC(=O)NCC2CCCO2)C(=O)CCC(=O)Nc2nccs2)cc1 (stereo not given),10,6,1.2,-1.1
Cc1cccc(-c2cccc(NC(=O)C3CCCN(Cc4ccon4)C3)c2)c1 (stereo not given),3,3,0.0,-0.4
CCOC(=O)c1cc2occc2n1CC(N)=O,-4,-14,-0.2,-0.1
O=C(O)C1CCN(Cc2ccncc2)CC1,-9,1,-0.1,-0.5

# (list continues)
SMILES,TEAD-YAP inh,MITF inh,FBW7 act,GPR151 activ
CC1=CC(=C2C(=O)N(c3ccccc3)N=C2C)C=C(C)N1Cc1ccco1,-9,10,0.0,0.5
CCn1cc(CCC(=O)NCc2cccc(OC)c2)c2ccccc21,-5,9,0.2,-0.3
O=C1C(=O)N(CCO)C(c2ccccc2[N+](=O)[O-])/C1=C(\O)c1ccc(Br)cc1 (stereo not given),-8,5,-0.1,0.0
CCOC(=O)c1oc2ccccc2c1NC(=O)CCl,8,-3,-0.1,-0.7
Cc1ccc2c(c1)=C(c1sc(N(C)c3ccc(O)cc3)nc1O)C(=O)N=2,-3,4,0.1,-0.6
Cc1c(Cl)cccc1NC1=NCC(=O)N1C1CCCC1,1,-11,-0.8,-0.4
CC(O)(C(=O)NCCc1nc(-c2ccncc2)n[nH]1)c1ccccc1 (stereo not given),4,-1,0.2,2.3
O=C(NCCc1ccccc1)NCC(c1ccsc1)N1CCOCC1 (stereo not given),-11,19,0.1,-1.1
Cc1ccc(C)c(N(C)S(=O)(=O)c2ccc3[nH]cc(C(=O)N4CCN(c5ccccc5)CC4)c(=O)c3c2)c1,12,4,0.2,1.0
COc1ccc(N(Cc2cc3ccc(C)cc3[nH]c2=O)C(C)=O)cc1,6,-10,-0.1,2.9

# Limited to FBW7 act and GPR151 activ, for some of the entries so far:
SMILES	FBW7 act	GPR151 activ
CCOC(=O)c1oc2ccccc2c1NC(=O)CCl	-0.1	-0.7
Cc1ccc2c(c1)=C(c1sc(N(C)c3ccc(O)cc3)nc1O)C(=O)N=2	0.1	-0.6

# Additional results:
SMILES,TEAD-YAP inh,MITF inh,FBW7 act,GPR151 activ
CC(=O)c1cccc(N=Cc2c[nH]c3ccccc23)c1,5,7,-0.3,1.8
CC(C)=CC(=O)Nc1ccc(I)cc1C,0,7,0.9,2.5
Cc1cc(-c2nnc(CCC(=O)N3CC[C@@H]4CCCC[C@H]4C3)o2)no1,-6,7,0.1,-0.4
O=C(c1ccccc1)N1CCN(c2ccc([N+](=O)[O-])cc2C(F)(F)F)CC1,-6,11,0.7,0.2
COc1ccc(Cl)cc1NC(=O)c1c(NCc2cccn2C)sc2c1CCCC2,0,5,0.6,0.2
Cc1cc(F)ccc1NC(=O)CCNc1c(N2CCCC2)c(=O)c1=O,-3,14,0.4,5.0*
CCOc1cc(C2C(C(=O)OC(C)C)=C(C)NC3=C2C(=O)CC(c2ccccc2)C3)ccc1O (stereo not given),1,-7,0.1,-1.4
O=C1N(CN2CCCC2)c2ccccc2C12OCCO2,1,0,0.6,2.4
CCC(C)C1NC(=S)N(c2ccccc2)C1=O (stereo not given),-5,-1,-0.2,-1.3
Cn1c2ccccc2n2c(=O)n(Cc3cc4c(cc3Cl)OCO4)nc12,10,-6,0.0,-1.3

# Rewritten with two lines to a compound: entries from further up.
# Value order – TEAD-YAP inh, MITF inh, FBW7 act, GPR151 activ
CCC(C)C1NC(=S)N(c2ccccc2)C1=O (stereo not given)
→ -5, -1, -0.2, -1.3
Cn1c2ccccc2n2c(=O)n(Cc3cc4c(cc3Cl)OCO4)nc12
→ 10, -6, 0.0, -1.3

# (more compounds)
SMILES,TEAD-YAP inh,MITF inh,FBW7 act,GPR151 activ
NC(=O)COc1ccc2c(-c3cc4cc(Br)ccc4oc3=O)cc(=O)oc2c1,-4,1,0.2,0.0
CCOC(=O)COc1cc(C)c(Cl)c(C)c1,2,14,0.3,-0.3
COc1ccc(CCNC(=O)C(=O)Nc2cccc(Br)c2)cc1OC,-10,5,-0.1,-0.2
O=C(Nc1ccc2c(c1)OCO2)c1cnn2c1NC(c1ccco1)CC2C(F)(F)F (stereo not given),-7,-1,0.0,-0.6
Cc1ccc(Cl)cc1N1CCN(Cc2nnnn2Cc2ccccc2)CC1,-9,-7,0.2,0.9
CCC(=O)Nc1ccc(-c2nnc(SCC(=O)N3CCCCC3)n2C)cc1,-5,13,0.2,1.7
O=C(CCNS(=O)(=O)c1cccs1)Nc1ccc(OC(F)(F)F)cc1,-5,14,0.0,-1.1
Cc1ccc(CN2CCN(Cc3ccccc3F)C(CCO)C2)s1 (stereo not given),2,12,0.3,-2.7
Cc1ncc([N+](=O)[O-])n1CC(=O)Nc1ccc(Br)c(Cl)c1,-3,0,0.0,-1.2
CCOC(=O)C(NC(=O)c1sc2ncn(Cc3cccc(F)c3)c(=O)c2c1C)C(=O)OCC,5,11,-0.1,-1.3
CCOC(=O)C1=C(C)NC2=C(C(=O)c3ccccc32)C1c1ccc(OCC(=O)O)c(Cl)c1 (stereo not given),6,2,-0.1,-0.9
O=C(O)c1ccc(-n2[nH]c3c(c2=O)CCCC3)cc1,2,8,-0.2,-0.4
CCc1ccc(C(=O)N2CCNCC2)cc1,8,1,-0.1,0.2
CC(=O)C1=C(C)NC(=O)NC1c1ccc(Cl)cc1 (stereo not given),4,-5,-0.1,0.6
O=C1C(=O)N(CCCN2CCOCC2)C(c2ccc(F)cc2)/C1=C(\O)c1ccc(Cl)cc1 (stereo not given),-3,-60,0.0,0.1
O=C1C(Cc2c[nH]c3ccccc23)N=C2c3ccccc3N=C(SCc3ccccc3F)N12 (stereo not given),-4,17,0.9,1.2
COC(=O)c1c(NC(=O)/C=C/c2ccccc2)sc2c1CCC2,-3,-8,0.0,-0.4
Cc1ccc(S(=O)(=O)NC(=O)Nc2ncc(C(F)(F)F)cc2Cl)cc1,8,5,0.0,0.6
Cc1c(NC(=O)c2ccc(C#N)cc2F)cccc1-c1nc2ncccc2o1,-6,3,0.4,0.8
O=C(c1ccccc1)c1ccc(N2C(=O)c3ccccc3C2=O)cc1,4,10,0.5,0.9
CCOC(=O)c1sc2ncnc(N3CCOCC3)c2c1C,-18,4,0.0,-0.1
CC(=O)Oc1ccc(C(=O)Nc2ccccc2C(=O)Nc2cccc(C(=O)O)c2)cc1,5,9,0.1,-1.5
CCOC(=O)CN(C)C1CCC(=O)N(Cc2cccc(Cl)c2)CC1 (stereo not given),-4,3,-0.1,0.6
Cc1cc(C(=O)Cn2cnc3ccccc32)c(C)n1-c1c(C)n(C)n(-c2ccccc2)c1=O,0,4,0.9,2.9
O=C(Cn1ncc2c(=O)oc3ccccc3c21)NC1CCCCCC1,-12,4,1.2,-0.3
COc1ccc2sc(C)[n+](CCC(C)S(=O)(=O)O)c2c1 (stereo not given),10,-1,0.0,-0.2
COc1ccc(N2C(=O)C=CC2=O)cc1Cl,-6,12,0.0,-0.8
O=C(N/N=C/c1ccc(Br)cc1)c1cnccn1,-38,7,0.1,3.8
CC(C)CCNc1c(-c2ccccc2)c(=O)c1=O,8,-9,-0.3,6.9*
COc1ccc(C2N(c3ccc(F)cc3)C(=O)C3CCCN32)cc1OC (stereo not given),-3,19,0.1,-0.3
O=C1NCS/C1=N/S(=O)(=O)c1ccc([N+](=O)[O-])cc1,-7,16,0.3,-0.7
Cc1ccc(Cl)cc1NC(=O)C1CC2CCCN2C12C(=O)Nc1ccccc12 (stereo not given),-12,0,0.1,0.4
Cc1ccc(Nc2cc(C(=O)NCCN3CCOCC3)c3ccccc3n2)c(C)c1,-6,3,-0.3,1.3
COc1cc(Cl)cc(/C=N/NC(=O)c2cc(-c3ccccc3)n[nH]2)c1O,26,-39,-0.1,-1.6
O=C(Nc1cccc(-c2nc3cccnc3s2)c1)c1ccccc1Br,-1,16,0.0,0.8
Cc1c(C(=O)Nc2c(F)cccc2F)sc2ncn(CC(=O)N3CCCCC3C)c(=O)c12 (stereo not given),5,11,-0.4,1.4
Cc1ccc2c(c1)c(=O)c1ccccc1n2CC(=O)NN(C)c1ccc(C(F)(F)F)cc1[N+](=O)[O-],1,-2,-0.1,-0.2
CNc1cc(OC)c(C(=O)NC2CCN(Cc3ccccc3)C2C)cc1Cl (stereo not given),x,14,-0.2,3.0
CN1CCC(N(C)S(=O)(=O)c2cc(Cl)ccc2Cl)CC1,-3,3,0.0,-0.2
O=C1CC(Sc2ccccn2)C(=O)N1c1ccccc1 (stereo not given),3,7,-0.2,-1.2

# Three records drawn at random from the list so far:
SMILES,TEAD-YAP inh,MITF inh,FBW7 act,GPR151 activ
COc1cc(Cl)cc(/C=N/NC(=O)c2cc(-c3ccccc3)n[nH]2)c1O,26,-39,-0.1,-1.6
O=C1NCS/C1=N/S(=O)(=O)c1ccc([N+](=O)[O-])cc1,-7,16,0.3,-0.7
Cc1ccc2c(c1)c(=O)c1ccccc1n2CC(=O)NN(C)c1ccc(C(F)(F)F)cc1[N+](=O)[O-],1,-2,-0.1,-0.2

# The listing continues:
SMILES,TEAD-YAP inh,MITF inh,FBW7 act,GPR151 activ
COc1ccc(NC(=O)CSc2nnc(-c3ccc(N)cc3)n2C)cc1,-23,18,0.1,-1.5
CCOc1ccc(CCNS(=O)(=O)c2cc(C3=NNC(Nc4cccc(C(F)(F)F)c4)c4ccccc43)ccc2C)cc1OCC (stereo not given),9,5,0.2,1.3
CN(C)/C=C1/C(=O)N(c2nc3ccccc3s2)N=C1c1ccccc1,5,0,0.2,0.0
COc1cccc(-c2nc(C3CCCN3C(=O)C3CC3C(=O)O)n3ccccc23)c1 (stereo not given),-25,-4,-0.2,1.8
CC(=O)c1ccc(NC(=S)NC(=O)C(C)(C)C)cc1,-49,6,0.0,-0.8
Cc1c(NC(=S)NC(=O)c2ccccc2F)c(=O)n(-c2ccccc2)n1C,-10,-4,0.0,-0.2
COc1ccc(-c2cc(=O)c3c(O)cc(OC4OC(CO)C(O)C(O)C4O)cc3o2)cc1 (stereo not given),19,18,0.2,0.7
COc1ccc2nc3c(cc2c1)c(N)nn3C(=O)c1ccc([N+](=O)[O-])cc1Cl,-9,-11,-0.1,-0.8
CCn1c2ccccc2c2nnc(SCC(=O)Nc3ccc(C)c(Cl)c3)nc21,9,1,-0.1,-0.6
c1cc(-n2cnc3c(NCCN4CCOCC4)nc(Nc4ccc(N5CCOCC5)cc4)nc32)cs1,62*,-17,-0.3,1.3
COc1ccc(-c2[nH]c3ccccc3c2C(C[N+](=O)[O-])c2ccccc2)cc1 (stereo not given),7,22,1.1,-1.7
Cc1cc(C(=O)NCc2ccccc2)on1,6,12,0.2,-0.4
CC(C)c1nnc(NC(=O)CSc2ncn[nH]2)s1,-12,20,0.0,-0.6
COC(=O)C1=C(C)N(c2ccc(Cl)c(Cl)c2)C(=O)C1,36*,-14,-0.2,0.5
CN(C)S(=O)(=O)c1cccc(NC(=O)COC(=O)CSc2nnc(N)s2)c1,1,-13,-0.1,2.8
